Screens: PubChem BioAssay, National Center for Advancing Translational Sciences (NCATS)
TGFb SMAD3 inh: inhibitors of TGF-b signaling. HepG2 CAGA-GFP TGF-b/SMAD3 reporter, GFP fluorescence, 18 h; TGF-beta stimulated, 500 pg/mL final. Potency, µM (titrated, usually from 46.1 µM), for inactives: at the highest dose activity, negative = inhibition, most hits filed as inhibitors. hit rate 1.2% among 410,000; also: potency is read from the fitted curve at half-maximal effect; % is scaled to controls: 0 for no effect and ±100 for the full control effect; nearly all actives have a fitted effect of over 65% in size
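Per well, imaged GFP fluorescence of HEPG2 CAGA-GFP cells gives the signal; cells get compound, then TGF-beta (500 pg/mL final), 18 h at 37 degrees C; %Activity versus -TGF-beta and +DMSO controls.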
EPAC2 agonist: activates human EPAC2 exchange factor. Potency, µM (doses to about 154 µM), for the others: at the highest dose activation, hits mostly activators. AID 720711. Q8WZA2. hit rate 0.079% among 360,000. EPAC2 activation, biochemical qHTS; response scale: 100% = 6.5 mM cAMP response; also: potency is read from the fitted curve at half-maximal effect; nearly all actives have a fitted effect of over 50% in size
Target sequence (Q8WZA2 whole entry, looked up): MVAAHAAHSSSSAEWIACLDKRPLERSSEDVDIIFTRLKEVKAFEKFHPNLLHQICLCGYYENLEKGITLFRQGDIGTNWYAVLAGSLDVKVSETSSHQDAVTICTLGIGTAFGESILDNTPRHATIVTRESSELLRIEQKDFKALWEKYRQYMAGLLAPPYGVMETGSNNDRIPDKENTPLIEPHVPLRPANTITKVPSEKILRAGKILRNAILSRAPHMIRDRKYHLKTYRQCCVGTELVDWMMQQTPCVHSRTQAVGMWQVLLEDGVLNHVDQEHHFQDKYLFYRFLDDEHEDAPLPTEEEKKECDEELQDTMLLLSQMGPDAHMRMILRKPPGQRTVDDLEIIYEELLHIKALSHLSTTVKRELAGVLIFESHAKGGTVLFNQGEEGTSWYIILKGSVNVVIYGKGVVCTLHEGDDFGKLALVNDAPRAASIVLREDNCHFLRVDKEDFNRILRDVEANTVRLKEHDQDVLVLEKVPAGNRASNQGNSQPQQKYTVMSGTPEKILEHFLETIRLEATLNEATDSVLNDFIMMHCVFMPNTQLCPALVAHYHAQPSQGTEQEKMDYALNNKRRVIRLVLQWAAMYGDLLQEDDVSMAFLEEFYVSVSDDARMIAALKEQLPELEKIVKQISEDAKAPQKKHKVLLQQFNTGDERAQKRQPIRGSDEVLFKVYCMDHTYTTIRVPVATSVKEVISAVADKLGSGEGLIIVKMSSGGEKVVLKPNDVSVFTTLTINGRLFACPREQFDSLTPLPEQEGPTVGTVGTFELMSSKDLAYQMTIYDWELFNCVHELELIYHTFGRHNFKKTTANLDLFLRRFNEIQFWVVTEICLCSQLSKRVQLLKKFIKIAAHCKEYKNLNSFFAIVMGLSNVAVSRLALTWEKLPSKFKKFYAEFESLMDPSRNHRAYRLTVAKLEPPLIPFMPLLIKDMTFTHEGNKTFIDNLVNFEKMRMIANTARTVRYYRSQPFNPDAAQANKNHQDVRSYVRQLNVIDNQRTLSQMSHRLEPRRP
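Fluorescence exchange assay: 100 nM EPAC2 with 250 nM RAP1B-BODIPY-GDP and 50 uM GDP; compounds tested as a concentration-titration series (qHTS). Loss of Rap1-bound BODIPY-GDP fluorescence read at 480/540 nm; data normalized to 6.5 mM cAMP.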
A549 tox: A549 cytotoxicity, counter-screen for Nrf2 inhibitors; Potency, µM (series often up to 46 µM), without a hit: at the highest dose activity change, negative = cytotoxicity, actives largely listed as inhibitors; AID 504648; hit rate 0.16% among 390,000; A549 ARE-Fluc cells, CellTiter-Fluor viability, 18-24 h; also: potency is read from the fitted curve at half-maximal effect; % is scaled to controls: 0 for no effect and ±100 for the full control effect
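Cytotoxicity counterscreen: CellTiter-Fluor fluorescence was measured in A549 ARE_Fluc cells after 18-24 h of compound exposure in a concentration series. The subsequent BugLite luminescent read reports ARE-luciferase activity.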
ATXN2 expr inh: ATXN2 expression inhibition; HEK-293 ATXN2-luciferase reporter, luminescence, 24 h; hit rate 0.72% among 360,000; Potency, µM (series often up to 57 µM), without a hit: at the highest dose activity change, negative = inhibition, hits mostly inhibitors; AID 1745845; also: potency is read from the fitted curve at half-maximal effect; % is scaled to controls: 0 for no effect and ±100 for the full control effect; nearly all actives have a fitted effect of over 55% in size
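qHTS (up to 57 uM final) was run with 24 h compound exposure of reporter cells at 37 °C. Each well was multiplexed: SteadyGlo luminescence measured ATXN2-luciferase expression after a fluorogenic Gly-Phe-AFC viability readout (25 uM final).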
HepG2 tox: kills HepG2 cells in TGF-b inhibitor counter-screen; HepG2 CAGA-GFP viability, ATP luminescence, 18 h; hit rate 0.76% among 410,000; Potency, µM (series often up to 46.1 µM), for inactives: at the highest dose activity change, negative = cytotoxicity, usual class: cytotoxic; also: potency is read from the fitted curve at half-maximal effect; some results filed as inactive show a strong effect at the top dose
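HepG2 CAGA-GFP cells (1000/well, DMEM with 1% FBS) received compound, then TGF-beta at 500 pg/mL final, and were incubated 18 hours at 37 degrees C. Viability was read by CellTiter-Glo luminescence. Media-only wells were set as complete cell-killing and DMSO as no toxicity.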
Nrf2 block: inhibitors of Nrf2 signaling; AID 504444; A549 ARE-Fluc reporter, luciferase luminescence, 18-24 h; Potency, µM (highest dose often 46 µM), without a hit: at the top dose activity change, negative = inhibition, usual class: inhibitors; hit rate 2.1% among 360,000; also: potency is read from the fitted curve at half-maximal effect; % is scaled to controls: 0 for no effect and ±100 for the full control effect; nearly all actives have a fitted effect of over 60% in size
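Quantitative HTS in A549 cells stably bearing an antioxidant response element-firefly luciferase construct. Inhibition of Nrf2-driven transcription was scored by luminescence after 18-24 h of compound exposure at 37 °C.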
IL2 activator: IL-2 activation. hit rate 0.065% among 360,000. activation, % (series mostly up to about 46 µM). IL-2 activation reporter assay, cell-based qHTS; stimulated with anti-CD3/CD4/CD28 beads; in transgenic mouse T cells. AID 652025; in the data active = activation above about 50%; inconclusive = mostly about 30% to 49%; also: 0% is about no effect
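First, unstimulated transgenic mouse T cells were exposed to compound for 60 min. Next, anti-CD3/anti-CD4-coated beads with anti-CD28 were added. Finally, after 18 h at 37 degrees C, EGFP and DsRed were imaged.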
ATXN viability: reduces viability in counter-screen for ATXN expression inhibitors | S2 cells (HEK-293 line with an ATXN2-luciferase reporter) viability, CellTiter-Fluor protease fluorescence, 24 h | Potency, µM (top dose mostly 56.7 µM), actives largely listed as cytotoxic | hit rate 0.49% among 400,000 | AID 651635; also: potency is read from the fitted curve at half-maximal effect; nearly all actives have a fitted effect of over 40% in size
Nrf2 ARE act: activators of Nrf2 (ARE) signaling. AREc32 ARE-luciferase reporter (MCF7-derived line), luminescence, 24 h. Potency, µM (titrated, usually from 46.1 µM), inactives show at the highest dose activation, actives largely listed as activators. hit rate 0.31% among 410,000; also: potency is read from the fitted curve at half-maximal effect; % of control where 0% means no effect; nearly all actives have a fitted effect of over 65% in size
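AREc32_Fluc, 1000 cells/well, OPTI-MEM + 5% FBS, o/n 37 deg C 5% CO2; 23 nL cpd by pin tool, 24 hr; Steady-Glo 30 min RT, luminescence.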
* marks the source's active call; other numbers are inactive results; i = inactive; ? = inconclusive; . = no result given; & = joins results of further samples; [ ] = dose if it differs, or a comment. Unless noted, calls follow the shape of the dose curve; as a rule, active = well fitted curve in the direction sought with a large enough effect; inconclusive = small, poorly fitted or top-dose-only effect, or another doubt; inactive = no such curve, though single readings can be large; an effect the other way counts as inactive or inconclusive.

SMILES	TGFb SMAD3 inh	EPAC2 agonist	A549 tox	ATXN2 expr inh	HepG2 tox	Nrf2 block	IL2 activator	ATXN viability	Nrf2 ARE act
CC(Sc1nnnn1C1CCCC1)C(=O)Nc1cccc(S(=O)(=O)N2CCOCC2)c1 (stereo not drawn)	?	10.5%	-12.5%	-17.9%	1.2%	-28.7%	-1.1	i	-0.2%
Cc1nnc2sc(-c3cccc(F)c3)nn2c1=O	0.0%	0.7%	-7.9%	-1.7%	-10.0%	11.3%	0.9	i	32.5%
O=C(NC(=S)Nc1ccc(CN2CCCCC2)cc1)c1cc2ccccc2o1	0.3%	7.1%	0.9%	.	-2.2%	?	1.1	i	3.0%
COc1ccc(N2CCN(C(=O)CCNS(=O)(=O)c3cccs3)CC2)cc1	6.3%	6.0%	-5.7%	-10.9%	-2.5%	15.3%	-2.3	i	-0.2%
CC1CCCC(NC(=O)CSc2n[nH]c(=O)n2Cc2ccccc2)C1C (stereo not drawn)	-5.0%	7.9%	0.0%	-6.6%	-0.2%	20.7%	0.9	i	0.0%
COc1ccc(C)cc1S(=O)(=O)Nc1cccc(-c2cn3cccnc3n2)c1	7.4%	-4.3%	?	-26.5%	-8.8%	?	-0.7	i	4.6%
C[C@H]1CC[C@@]2(O[C@@H](CCO)C[C@H](O)[C@H]2O)O1	-0.8%	-6.0%	-9.6%	-4.3%	4.3%	-8.5%	-0.2	i	-0.2%
N#Cc1c(C(F)(F)F)cc(-c2cccs2)nc1SCc1ccccc1F	20.0%	.	0.7%	-1.2%	0.1%	5.2%	.	i	11.5%
CCCCn1c(CCNC(=O)CC)nc2ccccc21	1.9%	-2.1%	12.0%	0.5%	-2.9%	4.3%	-2.2	i	-0.4%
COC(=O)CCc1c(C)c(C#N)c2nc3ccccc3n2c1N1CCCC1	2.2%	6.4%	-2.1%	-2.3%	-6.4%	10.5%	-3.0	i	-0.2%
S=C(NC1CCCCC1)N1CCN(C/C=C/c2ccccc2)CC1	11.3%	4.2%	12.6%	-18.9%	2.6%	?	-2.8	i	0.6%
Cc1cc2c(C)nc(-c3ccccc3)nc2o1	-2.2%	-1.5%	7.6%	65.4%[activator]	-27.5%	?	-0.3	i	4.5%
Cc1cc(C)nc(Nc2n[nH]c(-c3ccc(C(C)(C)C)cc3)n2)n1	18.3%	-1.2%	1.6%	21.8%[11.3 µM]	4.3%	-26.4%	-0.4	i	0.2%
COc1ccc(N(CC(=O)N/N=C/c2cccnc2)S(=O)(=O)c2ccc(C)cc2)cc1OC	3.7%	-0.1%	-5.8%	-1.5%	-5.0%	6.9%	1.8	i	-0.5%
COc1ccc(CCNC(=O)CCC(=O)N2CCOc3ccc(Cl)cc32)cc1OC	-14.0%	18.4%	10.4%	-9.0%	-14.9%	-5.6%	3.2	i	-0.6%
CCC(C)NC(=O)C1=CCN(S(=O)(=O)c2ccc(C)cc2)CC1 (stereo not drawn)	3.2%	-0.7%	5.0%	3.6%	-2.5%	21.4%	-4.2	i	0.3%
OCCCCNc1cccc2ccccc12	-24.1%	0.8%	-6.9%	15.2%	-12.6%	10.1%	-1.3	i	3.6%
CCCn1c(N)c(N(CCOC)C(=O)c2cccc(Cl)c2)c(=O)[nH]c1=O	4.7%	3.8%	-2.6%	15.1%	5.2%	3.1%	-3.1	i	0.4%
COC(=O)c1ccc(C(=O)NC2CCSc3ccccc32)cc1 (stereo not drawn)	-2.1%	1.1%	5.1%	-0.2%	-39.6%	10.8%	-1.0	i	-0.1%
Cc1ccc(-c2cn(CCN)c(-c3ccncc3)n2)cc1	8.4%	4.6%	0.0%	3.4%	-2.4%	2.7%	0.4	i	1.5%
CCC1Oc2ccc(C)cc2N(CC(=O)NCCCN2CCCC2)C1=O (stereo not drawn)	32.2%[activator]	3.9%	4.0%	-3.2%	-4.2%	3.1%	0.2	i	2.2%
CCOC(=O)C1(CC)NC(c2ccc(OC)cc2OC)C2C(=O)N(C)C(=O)C21 (stereo not drawn)	-5.4%	-3.4%	-2.6%	4.5%	0.3%	-5.8%	-1.0	i	0.1%
CCOC(=O)C1=C(CN2CCN(c3ccc(F)cc3)CC2)NC(=O)NC1c1cccs1 (stereo not drawn)	4.1%	4.1%	-7.1%	-7.2%	-24.9%	-10.0%	-3.2	i	-0.7%
COC(=O)c1ccc(-c2nc(CN3CCN(Cc4cccc(C)c4)CC3)c(C)o2)cc1	0.1%	1.8%	-5.4%	.	-8.3%	2.4%	1.2	i	-0.5%
Cc1cc(NC(=O)CSCC(=O)Nc2nc3ccccc3[nH]2)no1	0.0%	-2.5%	-5.3%	18.8%	2.2%	1.8%	-3.4	i	0.3%
O=C(O)C1CCCCC1C(=O)Nc1ccc2c(c1)OCCO2 (stereo not drawn)	-7.5%	1.7%	-1.9%[1.84 µM]	7.2%	0.5%	18.8%	0.1	i	0.1%
CCOC(=O)C1(Cc2ccc(OC)cc2)CCN(C(=O)CN2CCCCC2=O)CC1	-16.2%	10.5%	-4.1%	41.1%[activator]	-1.0%	16.0%	-0.9	i	-0.3%
O=C(NC(=S)Nc1cccnc1)c1cccc(Br)c1	-25.8%	9.9%	-9.6%	14.8%	1.6%	1.7%	-0.9	i	7.3%
COCCOC(=O)/C(C#N)=C/c1cn(Cc2ccccc2)nc1-c1cccnc1	-3.4%	4.1%	1.1%	2.0%	12.6%	-0.6%	-0.1	i	-0.6%
CO/N=C/c1c(-c2ccc(Cl)cc2)nc2cc(C)ccn12	-0.1%	-1.4%	-6.5%	34.5%	-22.4%	-12.7%	-3.2	i	1.2%

3 of these compounds, set out differently.
structure | TGFb SMAD3 inh | EPAC2 agonist | A549 tox | ATXN2 expr inh | HepG2 tox | Nrf2 block | IL2 activator | ATXN viability | Nrf2 ARE act
COC(=O)c1ccc(-c2nc(CN3CCN(Cc4cccc(C)c4)CC3)c(C)o2)cc1 | 0.1% | 1.8% | -5.4% | . | -8.3% | 2.4% | 1.2 | i | -0.5%
COC(=O)c1ccc(C(=O)NC2CCSc3ccccc32)cc1 (stereo not drawn) | -2.1% | 1.1% | 5.1% | -0.2% | -39.6% | 10.8% | -1.0 | i | -0.1%
OCCCCNc1cccc2ccccc12 | -24.1% | 0.8% | -6.9% | 15.2% | -12.6% | 10.1% | -1.3 | i | 3.6%

Next entries
SMILES	TGFb SMAD3 inh	EPAC2 agonist	A549 tox	ATXN2 expr inh	HepG2 tox	Nrf2 block	IL2 activator	ATXN viability	Nrf2 ARE act
CCCN1C(=O)/C(=C/c2ccc(C)o2)SC1=Nc1ccc(OC)cc1	17.8%	13.8%	-2.6%	-11.9%	-6.0%	1.8%	0.2	i	5.5%
C=CCn1c(SCc2ccc(C(=O)NCCO)cc2)nc2ccccc2c1=O	?	5.0%	-3.6%	-16.7%	-32.8%	-20.4%	-0.2	i	3.8%
Cc1cc(C)c(C)c(S(=O)(=O)N2CCN(c3ncnc4ccccc34)CC2)c1C	?	2.4%	-19.6%	.	-37.3%	9.2µM*	-0.9	i	3.5%
Cc1cc2nn(-c3ccc(Cl)cc3)nc2cc1NC(=O)C(C)C	8.9%	.	1.5%	25.8%	-6.6%	?	.	i	-1.3%
O=C(O)C1CC1C(=O)Nc1nc2c(Cl)cccc2s1 (stereo not drawn)	-2.8%	1.6%	-3.2%	.	-5.6%	8.0%	0.4	?	-0.5%
Cc1ccc(NS(=O)(=O)c2cc(C(=O)Nc3cccnc3)ccc2C)cc1	3.5%	-1.4%	-3.0%	6.1%	8.4%	1.5%	-0.7	i	-0.8%
CCn1c(C)c(C)c2cc(C(=O)NCCCN3CCCCC3C)ccc21 (stereo not drawn)	-17.2%&0.0%	3.0%	-1.0%&-8.5%	-25.5%	-23.6%&-12.3%	17.4%&14.5%	4.6	i	0.2%&-0.4%
COc1ccc(C(=S)N2CCN(c3cccc(Cl)c3)CC2)cc1	-10.0%	16.5%	1.7%	-24.0%	1.2%	1.1%	-0.9	i	-0.8%
CCCCCC(=O)N1CC2(CC(c3cccc(NC(=O)CC(c4ccccc4)c4ccccc4)c3)=NO2)C[C@@H]1C(N)=O (stereo partly drawn)	?	-5.8%	-18.3%	?	-1.6%	?	-0.4	?	-1.4%
O=C(Nc1ccccc1N1CCOCC1)c1cccc2c(Br)cccc12	?	-2.0%	8.9%	.	-6.0%	5.7%	0.5	i	4.6%
COc1ccc(C(=S)Nc2ccc(N(C)C)cc2)cc1	3.4%	7.4%	-7.3%	16.4%	0.5%	?	-1.5	?	0.4%
O=c1c(=O)n(-c2ccc(F)c(F)c2)ccn1Cc1ccc(F)cc1Cl	-3.4%	.	-2.7%	.	1.5%	-22.4%	.	.	-0.7%
COc1ccc2oc(C)c(C(N)=O)c2c1	9.8%	9.6%	-9.7%	2.3%	0.7%	11.5%	-4.5	i	0.5%
COc1ccc(NC(=O)c2ccc3c(c2)CCN3S(=O)(=O)c2ccccc2)c(OC)c1	-4.3%	9.6%	16.5%	.	-63.0%	-27.5%	0.7	i	-0.1%
COc1ccccc1-c1cc(C(=O)NCCc2ccccc2)no1	4.0%&-14.3%	1.6%	-1.8%&1.9%	31.4%&55.9%[activator]	-22.0%&-24.2%	?	-1.1	?	0.9%&0.1%
C=CCNC(=S)NC(CC(=O)OC)c1ccc2c(c1)OCO2 (stereo not drawn)	-2.6%	-4.5%	-1.8%	1.1%	-12.3%	3.1%	0.0	i	-0.3%
CCOC(=O)c1ccccc1NC(=O)NCc1cccn1Cc1ccc(F)cc1	-5.9%	.	-2.3%	-9.8%	13.1%	0.8%	.	i	3.1%
Cc1c(C(=O)C(=O)N2CCCc3ccccc32)c2ccccc2n1C	-2.7%	11.8%	?	-22.3%	-4.9%	-4.2%	2.4	?	0.2%
